# LAP4 TOR yeast: modulators of TOR pathway LAP4-GFP in S. cerevisiae; GFP response vs DMSO, % at 10 µM; AID 2023; 320,000 tested, 0.34% active; S. cerevisiae LAP4-GFP multiplex, flow cytometry GFP, 3 h; median GFP as percent of DMSO wells;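 active means GFP response vs DMSO above a set limit, about the screen mean plus 3 SD, cut at about 150% in these data; inconclusive means under 70 cell events counted for the yeast strain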
# Efflux pump inh: antifungal efflux pump inhibition, Nile Red retention. S. cerevisiae Candida pump triplex. inhibition, % at 10 µM. 330,000 tested, 0.44% active. AID 485275;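 active means plate passing quality check with inhibition over a set limit, or well fluorescence over plate mean plus 4 SD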;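 further: Nile Red retained in pooled yeast measured as flow cytometry median fluorescence; 0% = buffer negative control and 100% = Enniatin B positive control; higher means more Nile Red kept so more efflux inhibition; some compounds called inactive have numbers as strong as hits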
# CIT2 TOR yeast: modulators of TOR pathway CIT2-GFP in S. cerevisiae | AID 2029 | S. cerevisiae CIT2-GFP strain, flow cytometry, 3 h; 100 means same as DMSO wells | GFP response vs DMSO, % at 10 µM | 320,000 tested, 0.065% active;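 active means GFP response relative to DMSO above a set limit, near the screen mean plus 3 SD, cut at about 150% in these data; inconclusive means Fewer than 70 cells measured for a yeast strain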;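 further: ratio of well median GFP fluorescence to mean of DMSO wells on the plate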
# AHR act: human AHR activation | AHR-responsive luciferase reporter cells, luminescence | activation, % at 5 µM | 320,000 tested, 2.5% active | AID 2796; in the data active means activation above about 47%;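 further: 0% = vehicle wells and 100% = reference agonist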
# Target sequence (P35869 whole entry, looked up): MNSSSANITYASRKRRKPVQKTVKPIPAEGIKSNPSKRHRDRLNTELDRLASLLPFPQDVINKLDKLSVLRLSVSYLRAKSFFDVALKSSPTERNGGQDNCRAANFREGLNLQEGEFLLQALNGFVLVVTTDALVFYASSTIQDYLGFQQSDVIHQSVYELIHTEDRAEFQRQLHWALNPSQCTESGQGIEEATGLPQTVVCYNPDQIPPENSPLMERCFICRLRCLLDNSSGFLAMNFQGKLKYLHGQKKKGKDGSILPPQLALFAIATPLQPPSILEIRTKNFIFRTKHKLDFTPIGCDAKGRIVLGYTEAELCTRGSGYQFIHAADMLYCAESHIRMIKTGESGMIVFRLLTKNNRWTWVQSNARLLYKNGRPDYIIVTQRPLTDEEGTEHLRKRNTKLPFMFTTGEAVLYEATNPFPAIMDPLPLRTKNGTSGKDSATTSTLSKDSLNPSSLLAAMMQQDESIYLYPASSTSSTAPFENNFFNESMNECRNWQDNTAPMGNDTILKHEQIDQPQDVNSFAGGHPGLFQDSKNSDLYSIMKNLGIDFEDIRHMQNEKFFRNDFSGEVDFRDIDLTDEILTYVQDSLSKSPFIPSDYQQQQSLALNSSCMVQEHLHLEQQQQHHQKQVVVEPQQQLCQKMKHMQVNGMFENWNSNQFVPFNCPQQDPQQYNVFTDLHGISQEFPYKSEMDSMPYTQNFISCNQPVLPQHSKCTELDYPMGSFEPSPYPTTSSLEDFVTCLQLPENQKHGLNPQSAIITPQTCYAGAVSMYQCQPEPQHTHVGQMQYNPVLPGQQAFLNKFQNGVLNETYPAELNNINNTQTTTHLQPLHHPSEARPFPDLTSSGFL
# RPL19A TOR yeast: alters RPL19A-GFP fluorescence in TOR pathway yeast screen. AID 2025. percent response vs DMSO, % at 10 µM. S. cerevisiae RPL19A-GFP strain, flow cytometry, 3 h; active compounds read low. 330,000 tested, 0.3% active;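 active means percent response vs DMSO below 50%; inconclusive means fewer than 70 events counted for the yeast strain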;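 further: median channel GFP fluorescence of the barcoded RPL19A-GFP strain; ratio of sample median GFP to plate DMSO average so 100% = DMSO; lower means less RPL19A-GFP as with rapamycin TOR inhibition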
# MEP2 TOR yeast: alters MEP2-GFP fluorescence in TOR pathway yeast screen | S. cerevisiae MEP2-GFP strain, flow cytometry GFP, 3 h; 100% = DMSO control level | 330,000 tested, 0.51% active | GFP response vs DMSO, % at 10 µM;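 active means GFP response versus DMSO above a set limit, roughly screen mean plus 3 SD, cut at about 180% in these data; inconclusive means fewer than 70 cells counted for a yeast strain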;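 further: median GFP fluorescence of the barcode-gated MEP2-GFP cells per well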
# CR mimetic SO: caloric restriction mimetics inhibiting age-related superoxide in yeast; AID 2690; 330,000 tested, 0.18% active; superoxide response (% of plate mean), % at 10 µM; S. cerevisiae aged cells, superoxide DHE fluorescence; active compounds read low;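 active means superoxide response under a set limit, about three screen SD below normal, cut at about 65% in these data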;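 further: yeast aged for seven days with compound at 30 °C before DHE staining; 100% = average MFI of all compound-treated wells on the plate with controls excluded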
# AGP1 TOR yeast: yeast TOR pathway AGP1-GFP modulation; S. cerevisiae AGP1-GFP multiplex flow cytometry, 3 h; GFP as percent of DMSO wells; GFP response vs DMSO, % at 10 µM; 320,000 tested, 0.02% active; AID 2066;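 active means GFP response relative to DMSO above a set limit, near screen average plus 3 SD, cut at about 150% in these data; inconclusive means fewer than 70 cells counted for the yeast strain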;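 further: median GFP channel fluorescence of the gated AGP1 strain per well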
# * = called active by the depositor; ? = inconclusive; nt = not tested or not shown; [ ] = another dose, or the depositor's remark.
SMILES,LAP4 TOR yeast,Efflux pump inh,CIT2 TOR yeast,AHR act,RPL19A TOR yeast,MEP2 TOR yeast,CR mimetic SO,AGP1 TOR yeast
N#C/C(=C\c1ccc2c(c1)OCO2)C(N)=S,113,0.0,85,3,95,104,95,96
Cc1[nH]c2ccccc2c1C(=O)CN1CCCC(C)C1 (stereo not drawn),97,-0.1,107,9,102,101,103,98
CCc1ccc(C(C)NC(=O)C2CCCO2)cc1 (stereo not drawn),99,-0.1,104,nt,107,103,100,103
Cc1cc(C(=O)Nc2ccc(Cl)cc2)c(C)n1Cc1cccs1,108,0.0,86,-4,91,92,97,100
Cc1ccccc1C(=O)Nn1c(C)ccc1C,90,-0.1,93,0,98,97,99,93
CCCCOCCCNCC(=O)Nc1ccc(S(N)(=O)=O)cc1,102,-0.1,105,-1,108,105,91,105
CCn1c(SC)nnc1-c1ccc(S(=O)(=O)N2CCCCC2)cc1,98,-0.1,94,-2,97,97,105,98
O=C(CCn1cnc2ccccc2c1=O)Nc1ccc2c(c1)OCCO2,103,0.1,102,32,102,103,109,112

# Exported as labelled records: part of the list above.
SMILES: Cc1[nH]c2ccccc2c1C(=O)CN1CCCC(C)C1 (stereo not drawn)
  LAP4 TOR yeast = 97; Efflux pump inh = -0.1; CIT2 TOR yeast = 107; AHR act = 9; RPL19A TOR yeast = 102; MEP2 TOR yeast = 101; CR mimetic SO = 103; AGP1 TOR yeast = 98
SMILES: CCCCOCCCNCC(=O)Nc1ccc(S(N)(=O)=O)cc1
  LAP4 TOR yeast = 102; Efflux pump inh = -0.1; CIT2 TOR yeast = 105; AHR act = -1; RPL19A TOR yeast = 108; MEP2 TOR yeast = 105; CR mimetic SO = 91; AGP1 TOR yeast = 105

# Following part:
SMILES,LAP4 TOR yeast,Efflux pump inh,CIT2 TOR yeast,AHR act,RPL19A TOR yeast,MEP2 TOR yeast,CR mimetic SO,AGP1 TOR yeast
CNc1ccccc1C(C)(C)c1cc(-c2cccc(OC)c2)no1,98,0.1,94,0,96,106,100,98
CCOC(=O)C(Cc1ccccc1)c1ccnc2ncnn12 (stereo not drawn),103,0.0,84,5,92,97,112,75
COc1cc(OC)c(OC)cc1/C=N/n1c(-c2n[nH]c3c2CCC3)n[nH]c1=S,101,0.1,114,17,108,109,102,103
Cn1c(OCc2cccnc2)nc2c1c(=O)n(Cc1ccccc1)c(=O)n2C,95,0.0,100,46,95,94,99,99
CCC1(C)SC(N)=NN1C(C)=O (stereo not drawn),97,0.1,96,4,105,101,138,100
O=C(COC(=O)/C=C/c1ccc([N+](=O)[O-])cc1)NCc1ccc2c(c1)OCO2,97,-0.2,100,-1,76,117,97,82
CC(=O)N1CCN(C(=O)c2ccc(C(=O)c3ccccc3)cc2)CC1,98,-0.2,105,1,102,105,97,100
CC(C)CCNC(=O)c1ccc(CS(=O)(=O)Cc2ccccc2F)o1,99,0.2,97,1,95,98,111,97
N#Cc1c[nH]n2c(=O)c3c(nc12)CCC3,100,0.2,99,-1,96,100,95,103
CC1=C(C(=O)OC(C)C)C(c2cncc(-c3ccc(F)cc3)c2)C(C#N)=C(N)O1 (stereo not drawn),99,-0.2,101,1,99,96,94,95
CO/C(N)=C(\C#N)N=Cc1ccccc1Cl,105,0.0,100,0,100,98,99,104
Cc1ccsc1C(=O)NNC(=O)Nc1ccc(Cl)c(Cl)c1,100,0.0,92,6,102,98,103,98
Cn1c(SCC(=O)NCCc2ccccc2)ncc(C(=O)Nc2ccccc2)c1=O,118,0.0,95,18,97,100,112,104
COc1ccc(NS(=O)(=O)c2ccc(OC)c(NC(=O)CCC3CCCC3)c2)cc1,91,0.0,102,0,109,102,113,101
Cn1c(N)c(C(=O)COC(=O)c2ccc(OC(F)F)cc2)c(=O)n(C)c1=O,87,0.3,81,0,89,97,88,91
Cc1ccc(C2N(c3cccc(Cl)c3)C(=O)C3CCCN32)o1 (stereo not drawn),102,-0.1,106,-3,102,94,98,97

# Five of the entries above in order of their number in CIT2 TOR yeast, high to low.
SMILES	CIT2 TOR yeast
COc1ccc(NS(=O)(=O)c2ccc(OC)c(NC(=O)CCC3CCCC3)c2)cc1	102
CC1=C(C(=O)OC(C)C)C(c2cncc(-c3ccc(F)cc3)c2)C(C#N)=C(N)O1 (stereo not drawn)	101
CO/C(N)=C(\C#N)N=Cc1ccccc1Cl	100
Cn1c(SCC(=O)NCCc2ccccc2)ncc(C(=O)Nc2ccccc2)c1=O	95
Cn1c(N)c(C(=O)COC(=O)c2ccc(OC(F)F)cc2)c(=O)n(C)c1=O	81

# Remaining list, next part:
SMILES,LAP4 TOR yeast,Efflux pump inh,CIT2 TOR yeast,AHR act,RPL19A TOR yeast,MEP2 TOR yeast,CR mimetic SO,AGP1 TOR yeast
CN(C)S(=O)(=O)c1ccc(NC(=O)C2CC(=O)N(Cc3ccccc3)C2)cc1 (stereo not drawn),113,0.2,100,2,100,103,90,103
CC1=NN(C(=O)c2ccc(Cn3nc(C)cc3C)o2)C(O)(C(F)(F)F)C1 (stereo not drawn),102,-0.1,105,6,101,106,84,99
c1ccc(CSc2nnc(-c3c[nH]c4ccccc34)o2)cc1,92,-0.2,93,13,95,92,87,96
CCCCOC(=O)c1ccccc1N1C(=O)C2C3CCC(C3)C2C1=O (stereo not drawn),99,0.1,101,2,100,106,116,97
CC(C)n1nnc2ccccc2c1=O,93,-0.1,100,-1,97,100,99,96
Cc1ccccc1NC(=O)Cc1nc(COC(=O)c2ccc(NC(N)=O)cc2)cs1,91,0.1,115,3,101,105,83,107
Cc1ccc(NC(=O)c2ccc(NC(=O)C3CCCCC3C(=O)O)cc2)cc1 (stereo not drawn),?,-0.2,?,-5,95[may fluoresce violet],?,95,113[may fluoresce violet]
NS(=O)(=O)c1cc(C(=O)OCCNC(=O)c2ccccc2)c(Cl)cc1Cl,122,0.0,118,-1,111,105,114,125
CCOC(=O)CN=C/C(C(C)=O)=C(/C)O,136,0.0,94,1,95,126,99,108
CCc1cc(C(N)=O)c(NC(=O)c2ccc(OC)cc2)s1,96,0.3,90,41,94,130,104,80
CS(=O)(=O)c1cnc2c(-c3ccc(F)cc3)cnn2c1N,106,0.0,106,-6,100,103,100,101
CC(OC(=O)c1nc(Cl)ccc1Cl)C(=O)NC1CCCCC1C (stereo not drawn),89,-0.2,90,0,90,95,108,89
CCOC(=O)C1=C(COC(=O)Cc2c(F)cccc2Cl)NC(=O)NC1C (stereo not drawn),99,0.2,94,-1,95,100,113,100
COc1ccc(-c2c([C@H]3[C@@H]4C=CCC[C@@]4(C)C(=O)N3Cc3ccccc3)ccc3ccccc23)cc1OC,85,-0.1,93,-3,93,93,95,90
Nc1nnc(-c2ccccc2F)s1,100,0.5,105,6,99,100,112,92
CN(CC(=O)Nc1cccc(F)c1)C(=O)Cn1c(=O)oc2ccccc21,101,-0.2,92,7,95,96,85,103

# Other entries.
# Results follow in this order: LAP4 TOR yeast | Efflux pump inh | CIT2 TOR yeast | AHR act | RPL19A TOR yeast | MEP2 TOR yeast | CR mimetic SO | AGP1 TOR yeast
- O=C(COc1ccccc1)NCC(=O)Nc1cccc(S(=O)(=O)NC2=NCCC2)c1
  100 | 0.1 | nt | 3 | 101 | 102 | 98 | 104
- COC(=O)c1nc(NC2=NCCCCC2)n[nH]1
  104 | 0.0 | 106 | 1 | 99 | 99 | 96 | 99
- Cc1ccc2c(CN3CCCCC3)cc(=O)oc2c1
  97 | 0.1 | 106 | 5 | 106 | 103 | 104 | 104
- Brc1ccc2nc(CSc3ncn[nH]3)cn2c1
  101 | 0.0 | 96 | 7 | 99 | 105 | 97 | 99
- c1ccc(COc2ccc(OCCCN3CCCCC3)cc2)cc1
  nt | 0.2 | 82 | 8 | 91 | 87 | 89 | 87
- COc1ccc(OC)c(NC(=O)CSc2nc3ccccc3c(=O)n2CCNC(C)=O)c1
  96 | 0.6* | 90 | 2 | 99 | 103 | 108 | 93
- CC(=O)c1cccc(NC(=O)CC2Oc3ccc(C)cc3NC2=O)c1 (stereo not drawn)
  98 | 0.0 | 99 | 0 | 97 | 100 | 99 | 101
- Cc1ccccc1NC(=O)C1CCCN1C(=O)NC1CCCCC1 (stereo not drawn)
  98 | -0.1 | nt | 3 | 106 | 110 | 104 | 108
- O=C(/C=C/c1ccc2c(c1)OCO2)Nc1cccnc1
  118 | -0.1 | 95 | 56* | 96 | 119 | 99 | 96
- COc1cccc(C(=O)Nc2cccc(-c3nnc(-c4ccccc4)o3)c2)c1
  104 | -0.1 | 106 | -2 | 100 | 105 | 116 | 105
- CCN(CC)CC(=O)Nc1sc(C)c(C)c1C(=O)c1ccc(C)cc1
  108 | 0.0 | 105 | -1 | 104 | 109 | 105 | 107
- O=C(NCCc1ccccc1)C(=O)c1c(-c2ccccc2)cc2ccccn12
  84 | 0.1 | 94 | 3 | 98 | 98 | 95 | 94
- COc1ccccc1-n1ccnc1SCC(=O)NC1CCCC1
  102 | -0.1 | 106 | 1 | 96 | 100 | 101 | 102
- Cc1cc(C)cc(NC(=O)CSc2nc(N)c(NC(=O)c3ccc(Br)o3)c(=O)[nH]2)c1
  96 | 0.0 | 102 | -1 | 99 | 95 | 91 | 99
- Cc1c(CCO)c(=O)[nH]n1C(=O)c1ccc(F)cc1
  93 | 0.2 | 114 | 0 | 102 | 104 | 109 | 110
- N#Cc1cccc(NC(=O)c2ccccc2C(=O)O)c1
  97 | -0.2 | 100 | 1 | 100 | 99 | 106 | 98
- CCSc1nnc(NS(=O)(=O)c2ccc(C)cc2)s1
  116 | -0.1 | 85 | -1 | 94 | 93 | 111 | 95
- CC(C)c1ccc(NC(=O)c2cc(S(=O)(=O)N3CCCCC3)c[nH]2)cc1
  92 | -0.1 | 97 | 25 | 96 | 91 | 98 | 95
- O=C(O)c1cc2nc(-c3cccs3)cc(C(F)(F)F)n2n1
  104 | 0.0 | 87 | -1 | 97 | 94 | 97 | 98
- O=S(=O)(NCc1cccnc1)c1ccc(Cl)c2ccccc12
  101 | -0.1 | 102 | 7 | 104 | 107 | 95 | 99
- COc1ccc(C(=O)Nc2ccc3ccccc3c2)c(OC)c1
  98 | 0.1 | 102 | 85* | 102 | 105 | 100 | 96
- Cc1cccc(C(=O)OC2CCOC2=O)c1O (stereo not drawn)
  92 | 0.0 | 85 | 0 | 84 | 95 | 98 | 77
- CCOc1ccc(CN(C)CC(=O)Nc2cccc3ccccc23)cc1OC
  94 | -0.1 | 106 | 2 | 108 | 107 | 98 | 98
- CCn1c(SCC(=O)N2CCCC2)nnc1-c1ccc(N)cc1
  95 | 0.0 | 117 | 3 | 98 | 92 | 105 | 102
- COc1ccc(C(=O)Nc2ccccc2NC(=O)c2ccco2)c(OC)c1
  87 | 0.0 | 96 | 1 | 102 | 95 | 106 | 94
- COc1ccc(NC(=O)CC(Cc2ccc(Cl)cc2)C(=O)O)cc1 (stereo not drawn)
  89 | 0.5 | 98 | 1 | 105 | 102 | 100 | 96
- CCOC(=O)C1(CCc2ccccc2)CCN(C(=O)c2ccoc2)CC1
  104 | 0.2 | 105 | 4 | 101 | 101 | 100 | 110
- Cc1ccc(S(=O)(=O)N2CCCCC2CCNC(=O)C(=O)NCc2ccco2)cc1 (stereo not drawn)
  111 | -0.1 | 91 | 0 | 93 | 106 | 89 | 108
- O=[N+]([O-])c1cc(/C=N/N2CCCCC2)ccc1Cl
  101 | -0.1 | 106 | 3 | 103 | 116 | 90 | 105
- CCC(C)[C@H](NC(=O)Nc1cccc(Cl)c1)C(=O)O (stereo partly drawn)
  90 | 0.1 | 84 | -1 | 90 | 91 | 99 | 86
- CNC(=O)CN(c1cc(C)ccc1C)S(C)(=O)=O
  98 | 0.2 | 106 | 0 | 107 | 103 | 94 | 106
- CCCCN(CCCNC(=O)C1CCN(S(=O)(=O)CC)CC1)c1ccccc1
  101 | 0.0 | 100 | -1 | 100 | 104 | 97 | 104
